# Pol kappa inh – DNA polymerase kappa (human) inhibition. Q9UBT6. purified Pol kappa, fluorescent DNA synthesis assay, 10 min. Potency, µM (top dose mostly 107 µM), inactives show at the top dose activity, negative = inhibition, usual class: inhibitors. 0.53% of 400,000 active; note: potency is the fitted concentration of half-maximal effect; % is set by controls: 0 for no effect and ±100 for the full control effect
# Target sequence (Q9UBT6 whole entry, looked up): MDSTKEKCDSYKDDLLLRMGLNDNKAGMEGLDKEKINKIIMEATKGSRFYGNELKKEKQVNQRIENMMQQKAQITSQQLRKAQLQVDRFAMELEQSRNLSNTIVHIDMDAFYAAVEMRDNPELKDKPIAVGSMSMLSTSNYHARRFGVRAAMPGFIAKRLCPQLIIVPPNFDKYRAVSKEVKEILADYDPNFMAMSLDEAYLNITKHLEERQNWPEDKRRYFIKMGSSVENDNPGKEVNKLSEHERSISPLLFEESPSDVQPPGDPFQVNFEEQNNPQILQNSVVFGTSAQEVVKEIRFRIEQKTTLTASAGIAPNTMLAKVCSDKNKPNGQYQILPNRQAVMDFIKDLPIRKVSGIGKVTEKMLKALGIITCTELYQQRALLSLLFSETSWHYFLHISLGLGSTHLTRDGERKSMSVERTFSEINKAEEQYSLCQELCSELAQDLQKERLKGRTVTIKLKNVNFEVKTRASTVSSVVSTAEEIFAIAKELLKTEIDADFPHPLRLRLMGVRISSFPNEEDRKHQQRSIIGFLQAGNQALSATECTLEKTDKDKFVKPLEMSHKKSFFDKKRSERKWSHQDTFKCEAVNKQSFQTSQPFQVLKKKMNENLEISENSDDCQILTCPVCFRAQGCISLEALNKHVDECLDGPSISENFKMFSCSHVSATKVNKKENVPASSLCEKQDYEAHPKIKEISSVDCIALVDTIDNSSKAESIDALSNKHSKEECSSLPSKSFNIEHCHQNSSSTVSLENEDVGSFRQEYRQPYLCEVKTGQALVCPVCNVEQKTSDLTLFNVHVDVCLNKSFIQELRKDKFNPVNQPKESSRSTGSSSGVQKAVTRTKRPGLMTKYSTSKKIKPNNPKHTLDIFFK
#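 Kinetic fluorescence readout at 0 and 10 min followed reaction start with substrate at 50 nM final. Beforehand, enzyme (10 nM Pol kappa) stood 15 min with compound at room temperature; buffer-only wells were negative controls.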
# Pol beta inh – DNA polymerase beta (human) inhibition; P06746; Potency, µM (series often up to 114 µM), without a hit: top-dose activity change, negative = inhibition, usual class: inhibitors; Pol beta primer extension/strand displacement, fluorescence kinetic; AID 485314; 1.3% of 340,000 active; note: potency is the fitted concentration of half-maximal effect; % is set by controls: 0 for no effect and ±100 for the full control effect
#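 Values derive from four-parameter Hill fits of normalized kinetic data: reads at 0 and 10 min following addition of 50 nM substrate to 10 nM Pol beta preincubated 15 min with compound.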
# APEX1 inh – blocks human APE1 abasic DNA cleavage; recombinant APE1, TAMRA/BHQ-2 abasic DNA cleavage fluorescence; 0.35% of 350,000 active; AID 2517; Potency, µM (highest dose often 65.8 µM), without a hit: at the highest dose activity change, negative = inhibition, usual class: inhibitors; P27695;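 note: potency is the fitted concentration of half-maximal effect; plate controls were vehicle for no effect and reference inhibitor for full effect; nearly all actives have a fitted effect of over 55% in size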
#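 Activity was derived from the fluorescence gain between first and third kinetic reads (60 s intervals, ex 525/em 598 nm) after 50 nM THF-abasic TAMRA/BHQ-2 duplex was added to 0.75 nM APE1 preincubated 15 min with compound.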
# 12-LOX inh – ALOX12 (human) lipoxygenase inhibition; P18054; purified 12hLO, xylenol orange hydroperoxide absorbance; Potency, µM (top dose mostly 108 µM), inactives show at the top dose activity change, negative = inhibition, most hits filed as inhibitors; 1.1% of 580,000 active; note: potency is the fitted concentration of half-maximal effect; % is set by controls: 0 for no effect and ±100 for the full control effect
#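 Hydroperoxide product was detected by ferrous iron/xylenol orange as the 573 to 405 nm absorbance ratio. Arachidonic acid at 40 uM (final) was turned over for 30 min at room temperature by 150 nM human 12hLO, pH 7.0 Hepes buffer, after 15 min compound preincubation.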
# LDHA block – inhibitors of human lactate dehydrogenase A | purified LDHA, NADH/diaphorase-resazurin fluorescence; stronger effect = lower value | 0.15% of 480,000 active | activity change, % (values are at about 110 or 230 µM); in the data active = activity change below about -30%; inconclusive = mostly about -25% to -30%;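 note: plate controls were DMSO wells for no effect and wells without enzyme for full effect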
#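 Human LDH5 (2 nM) was incubated with 0.06 mM NADH and 0.2 mM pyruvate for 5 min at room temperature in Tris pH 7.4. Remaining NADH was coupled through diaphorase/resazurin, and resorufin fluorescence was read at 0 and 20 min.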
# RGS4 inh – human RGS4 inhibition. P49798. Transcreener GDP fluorescence polarization, RGS4-accelerated GTP hydrolysis. Potency, µM (top dose mostly 114 µM), without a hit: at the highest dose activity change, negative = inhibition, most hits filed as inhibitors. 0.039% of 390,000 active; note: potency is the fitted concentration of half-maximal effect; % is set by controls: 0 for no effect and ±100 for the full control effect; nearly all actives have a fitted effect of over 75% in size; some results filed as inactive show a strong effect at the top dose
#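 MLSMR compounds (23 nl, pin-transferred) preincubated 10 min at room temperature with a 500nM (2x) first reagent, then RGS4 at 900nM (2x) plus Transcreener GDP mix added; fluorescence polarization (620/688 nm) read before and after 90 min at 30 °C.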
# Pol eta inh – inhibitors of human DNA polymerase eta | Q9Y253 | recombinant Pol eta, fluorescent DNA replication assay | Potency, µM (top dose mostly 114 µM), for the others: at the highest dose activity change, negative = inhibition, most hits filed as inhibitors | 1.2% of 390,000 active; note: potency is the fitted concentration of half-maximal effect; % is set by controls: 0 for no effect and ±100 for the full control effect
#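 Fluorescent replication assay: 50 nM final substrate added after a 15 min room-temperature compound preincubation with 10 nM enzyme. Signal taken at 0 min and again at 10 min.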
# Apoferritin bind – binds horse apoferritin like a general anesthetic. apoferritin/1-aminoanthracene competitive binding, fluorescence. Potency, µM (highest dose often 77.5 µM), for inactives: at the highest dose activity change, negative = displacement, most hits filed as inhibitors. 0.074% of 350,000 active; note: potency is the fitted concentration of half-maximal effect; % is set by controls: 0 for no effect and ±100 for the full control effect; nearly all actives have a fitted effect of over 20% in size
# Target sequence (P02791 2-175 limits assumed): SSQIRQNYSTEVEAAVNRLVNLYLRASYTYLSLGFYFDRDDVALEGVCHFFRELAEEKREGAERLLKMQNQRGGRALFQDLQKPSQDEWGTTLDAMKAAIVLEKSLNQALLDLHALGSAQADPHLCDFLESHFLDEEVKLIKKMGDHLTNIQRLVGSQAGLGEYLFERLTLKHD
#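 Probe: 1-aminoanthracene (50% saturated, PBS). Protein: horse-spleen apoferritin, 10 uM. Incubation: 10 min, room temperature. Detection: 380 nm excitation, 535 nm emission. Analysis: normalized response, four-parameter Hill.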
# ERG-DNA inh – blocks human ERG Ets domain binding to DNA; fluorescence polarization, His-ERG Ets domain / labelled DNA; Potency, µM (series often up to 76.9 µM), for inactives: top-dose FP activity, negative = inhibition, usual class: inhibitors; 0.028% of 370,000 active; active = well fitted inhibition curve with a large enough effect in the polarisation, with a control signal flat; inconclusive = small, poorly fitted or top-dose-only effect, or effect the other way, or a change in a side signal; inactive = no such curve, though single readings can be large or run the other way; the % refers to the polarisation;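 note: polarization taken with two DNA probes labelled with fluorescein and Texas red; potency is the fitted concentration of half-maximal effect; % of control where 0% means no effect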
#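 His-tagged ERG Ets domain (1 uM in the protein solution; 300mM KCl, 50mM Tris-HCl, 1mM EDTA, 1mM DTT, pH 7.5) received compound, then a probe mix of 5 nM fluorescein-DNA and 100nM Texas-615-DNA. Fluorescence polarization was read for both dyes.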
# * = called active by the depositor; i = inactive; u = inconclusive; x = not tested or not shown; [ ] = another dose, or the depositor's remark. Unless noted, calls come from the whole dose curve; as a rule, active = well fitted curve in the direction sought with a large enough effect; inconclusive = small, poorly fitted or top-dose-only effect, or another doubt; inactive = no such curve, though single readings can be large; an effect the other way counts as inactive or inconclusive. Not all compounds are listed. The share of hits here may be higher or lower than overall.
SMILES,Pol kappa inh,Pol beta inh,APEX1 inh,12-LOX inh,LDHA block,RGS4 inh,Pol eta inh,Apoferritin bind,ERG-DNA inh
CN1C(=O)/C(=C/c2cccc(Cl)c2)Sc2ccc(C(=O)NCc3cccnc3)cc21,-18%,4%,-8%,0%,-9,-2%,-12%,-17%,-6%
COc1ccc(N2CCN(S(=O)(=O)CCNC(=O)COc3ccc(Cl)cc3)CC2)cc1,-4%,36%,-1%,-2%,-1,-12%,-9%,-7%,9%
CC(=O)Nc1ccc2nc(NC(=O)COc3ccc(C)cc3)sc2c1,-4%,1%,8%,19%,-3,-2%,-1%,-7%,12%
COCCN(Cc1cc2cc(C)cc(C)c2nc1Cl)C(=O)Nc1ccccc1,-9%,u,0%,20%,-6,-7%,-14%,-5%,-1%
O=S1(=O)N=C(Nc2cccc(C(F)(F)F)c2)c2ccccc21,-15%,-23%,x,-26%,-14,9%,-19%,-10%,-2%
COc1ccccc1NC(=O)CSc1nnc(-c2ccc(C)cc2)o1,-22%,3%,3%,0%,-3,-5%,-4%,-7%,2%
CC1=C(C(=O)N2CCOCC2)C(c2c(C)cc(C)cc2C)NC(=S)N1 (stereo not given),-4%,27%,0%,-35%,-15,-16%,-4%,-4%,-4%
O=C(COc1ccc(C(=O)c2ccccc2)cc1)Nc1ncccc1O,3%,x,x,5%,6,-6%,-16%,x,10%
O=C(NCc1ccco1)C1CCCN1C(=O)Nc1ccccc1[N+](=O)[O-] (stereo not given),-4%,17%,9%[12.4 µM],30%,-5,6%,1%,-5%,-3%
COc1cccc(C(=O)Nc2nc(-c3ccncc3)cs2)c1,-8%,3%,2%,0%,-12,u,-3%,-7%,2%
CCC(C)Nc1nc(Cl)nc(NCCOc2ccccc2)n1 (stereo not given),-10%,-22%,-6%,-19%,-8,23%,-9%,-6%,-4%
COc1ccc(S(=O)(=O)N2CCC(C(=O)NCc3ccccn3)CC2)cc1OC,-2%,-3%,-3%,16%,-1,1%,-11%,4%,x
COc1ccc2nc(SCC(=O)NCC3CCCO3)c(C#N)cc2c1 (stereo not given),9%,-9%,1%,-4%,2,-16%,3%,8%,-9%
COCCCN(C(=O)c1ccc(-c2ccc(C(C)=O)cc2)o1)c1c(N)n(CC(C)C)c(=O)[nH]c1=O,-6%,x,x,155%[activator],-6,13%,-9%,x,-16%
COc1ccc(N(C)S(=O)(=O)c2cccc(C(=O)Nc3cccc(C(=O)NC4CC4)c3)c2)cc1,-4%,x,4%,63%,6,u,-18%,x,18%
Cn1c(=O)[nH]c(=O)c2c1nc(Br)n2CC(O)COCc1ccccc1 (stereo not given),-1%,-2%,3%,-24%,-4,-30%,-12%,-12%,2%
CCC(=O)Oc1ccc(C2N(C(=O)CC)CCN2S(=O)(=O)c2ccc(C)cc2)cc1OC (stereo not given),-8%,u,-2%,-22%,-13,-13%,5%,-21%,-3%
COc1cc(NS(=O)(=O)c2ccc(N/C=C\C(=O)c3ccc(F)cc3)cc2)nc(OC)n1,-14%,-1%,15%,u,-12,-27%,-12%,-5%,-7%
CNCc1ccccc1Sc1cc(O)ccc1O,-16%,6%,-6%,u,39,u,-18%,-4%,64%[activator]
Cc1cccc(NC(=O)CSc2nc3c([nH]c4ccccc43)c(=O)n2-c2ccc(F)cc2)c1C,-3%[60.1 µM],9%,x,-3%,-5,-5%,19%,-8%,-4%
COc1ccc(C(=O)NCc2nnc(SCC(=O)N3CCc4ccccc43)o2)cc1OC,0%,-15%,-1%,0%,0,-12%[11.4 µM],-9%,-11%,-1%
CC(=O)Nc1ccc(NC(=O)C2CCCN2C(=O)Nc2ccccc2[N+](=O)[O-])cc1 (stereo not given),-14%,0%,-1%,0%,-4,2%,-5%,-12%,-7%
CC(C)(Cc1ccc(O)cc1)NC(=O)CC(=O)N=Nc1c(O)[nH]c2cc(Br)ccc12,-26%,28%,-1%,-6%,-8,-13%[56.9 µM],-9%,u,-12%
Cc1ccc(C(=O)Nc2ccn(Cc3ccc(F)cc3)n2)o1,-7%,1%[57.1 µM],17%,-1%,-1,8%,-16%,0%,5%
COc1ccc(CCNC(=O)c2cc(S(=O)(=O)N3CCCCC3)ccc2Cl)cc1,8%,x,51%[activator],3%,-6,-1%,-11%,x,11%
CN1C(=O)C(CC(=O)O)S/C1=N\N=C\c1ccc(O)cc1O (stereo not given),-13%,-3%,2%,2%,-4,10%,-6%,-3%,11%
c1cc2c3c(c1)c1c(n3CCNC2)CCCC1,-7%[19.4 µM],x,-8%,u,x,i,x,x,x
CC1CN(C(=O)C2(C)CC2(Cl)Cl)CC(C)O1 (stereo not given),1%,9%,-6%,8%,-2,-13%,-20%,0%,10%
CCn1nc(Cc2cccc3ccccc23)c(C#N)c1N,-16%,x,x,-7%,-2,10%,-15%,x,x
Nc1ccc(-n2cc(-c3ccccc3)[nH]c2=S)cc1,-4%[60.1 µM],-16%,34%,u,-8,-19%,-6%,-5%,-11%
O=C(Cn1cnc2cc([N+](=O)[O-])ccc2c1=O)Nc1ccc(Br)cc1,-17%,-2%,2%,6%,2,14%,-1%,-6%,-1%
Cc1ccccc1Cn1ccc(NC(=O)c2cc3ncc(Br)cn3n2)n1,-2%,20µM*,u,7%,0,35%,-3%,u,-7%
Cc1ccc(C(=O)n2nc(-c3cccnc3)nc2N)cc1,-7%,-4%,1%,4%,2,-6%,2%,-5%,9%
Cc1cccc(NC(=O)CCCc2ccccc2)c1C,-15%,-3%,15%,7%,-4,-22%,-18%,-11%,-2%
CCc1nc2ccccc2nc1N1CCN(S(=O)(=O)c2ccccc2)CC1,4%,0%,3%,0%,-1,19%,-4%,3%,-1%
CCC(=O)c1cc(F)c(N2CCN(C(=O)c3ccco3)CC2)cc1C,1%,-19%,-2%,42%[activator],-3,-15%,-4%,-3%,7%
COc1ccc2nc(NC(=O)CS(=O)(=O)c3ccc(C)cc3)sc2c1,-6%,21%,30%,-24%,1,9%,-23%,8%,1%
CC1CCCN(S(=O)(=O)c2cc3c4c(c2)C(C)C(=O)N4CCC3)C1 (stereo not given),0%,-1%,43%,-18%,-2,12%,-10%,-8%,1%
COc1ccc(NC(=O)[C@H](C)NC(=O)C2CCN(S(=O)(=O)c3ccc(OC)cc3)CC2)cc1,3%,19%,0%,0%,-10,17%,6%,-7%,-4%
CCOC(=O)c1ccoc1CSCC(=O)N1CCN(S(=O)(=O)c2ccc(C)cc2)CC1,5%,-3%,0%,-3%,-4,3%,-1%,-23%,-10%
COC(=O)C1CCN(C(=O)COC(=O)CNC(=O)c2ccc(Cl)cc2Cl)CC1,-18%,x,-11%,1%,0,-9%,5%,x,3%
O=Cc1cc2c(cc1[B-](F)(F)F)OCO2,-7%,x,x,24%,-14,5%,0%,x,-9%
CSc1nc2c([nH]1)c(=S)n(C)c(=O)n2C,3%,x,x,-10%,5,5%,-11%,x,0%
Brc1cccc(OCCCCN2CCCCC2)c1,-6%,25%,4%,u,-14,3%,-4%,-13%,-1%
Cc1cc(/C=N/O)c(C)n1-c1ccc(Br)cc1,-3%,2%,3%,-28%,-6,-1%,-13%,u,-1%
CCN(CC)S(=O)(=O)c1ccc(Cl)c(NC(=O)COC(=O)c2cc(-c3ccccc3Cl)nc3ccccc23)c1,-7%,3%,0%,-18%,-3,0%,-9%,-12%,-17%
CCn1c(CCNC(=O)c2ccc(Cl)cc2Cl)n[nH]c1=S,-4%,20%,-3%,-19%,-1,-37%,-9%,-8%,4%
CC(C)C(=O)Nc1cccc2nsnc12,-2%[60.1 µM],-10%,-2%,-11%,10,-8%,-2%,2%,x
O=C(O)CCC1(CCC(=O)O)CCCC(CCC(=O)O)(CCC(=O)O)C1=O,-9%,x,x,-18%,-3,-9%,-9%,x,9%
CCNc1nc(NCC)n2c(SCC(=O)N(CC)C3CCCCC3)nnc2n1,-20%,86%,-11%,-14%,-7,12%,-3%,-1%,-2%
C#CCOCCOCCOCCNc1nc(N2CCN(C(=O)C([C@@H](C)O)n3cc([C@@H](N)CCCCN)nn3)CC2)nc(N2CCN(C(=O)[C@H](CCC(=O)O)n3cc([C@@H](N)CCCCN)nn3)CC2)n1 (stereo not given in full),-2%,x,-4%,u,-6,-20%,-22%,x,2%
COCCn1c(=O)[nH]c(=O)c2c(C(F)(F)F)cc(-c3cccs3)nc21,-8%,-1%,-3%,16%,-7,11%,1%,90%[activator],7%
Cc1sc2ncn(CC(=O)N3CCN(c4ccccc4)CC3)c(=O)c2c1S(=O)(=O)N1CCC(C)CC1,-11%,25%,x,-27%,-7,0%,-17%,-2%,-5%
O=C(/C=C/c1ccc(F)cc1)NC(=S)Nc1ccccc1,-10%,u,5%,u,0,-12%,-23%,-1%,4%

# By substructure: the entries above containing a thiophene ring, fused or not
SMILES,Pol kappa inh,Pol beta inh,APEX1 inh,12-LOX inh,LDHA block,RGS4 inh,Pol eta inh,Apoferritin bind,ERG-DNA inh
COCCn1c(=O)[nH]c(=O)c2c(C(F)(F)F)cc(-c3cccs3)nc21,-8%,-1%,-3%,16%,-7,11%,1%,90%[activator],7%
Cc1sc2ncn(CC(=O)N3CCN(c4ccccc4)CC3)c(=O)c2c1S(=O)(=O)N1CCC(C)CC1,-11%,25%,x,-27%,-7,0%,-17%,-2%,-5%
